Screening data from PubChem BioAssay.
MITF inh – blocks human microphthalmia-associated transcription factor; O75030; AlphaScreen MITF homodimerization, bead proximity signal; inhibition, % at 2.6 µM; hit rate 0.91% among 650,000; AID 1259374; in the data active = inhibition above about 50%;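 also: 0% = vehicle wells with protein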
Target sequence (O75030 whole entry, looked up): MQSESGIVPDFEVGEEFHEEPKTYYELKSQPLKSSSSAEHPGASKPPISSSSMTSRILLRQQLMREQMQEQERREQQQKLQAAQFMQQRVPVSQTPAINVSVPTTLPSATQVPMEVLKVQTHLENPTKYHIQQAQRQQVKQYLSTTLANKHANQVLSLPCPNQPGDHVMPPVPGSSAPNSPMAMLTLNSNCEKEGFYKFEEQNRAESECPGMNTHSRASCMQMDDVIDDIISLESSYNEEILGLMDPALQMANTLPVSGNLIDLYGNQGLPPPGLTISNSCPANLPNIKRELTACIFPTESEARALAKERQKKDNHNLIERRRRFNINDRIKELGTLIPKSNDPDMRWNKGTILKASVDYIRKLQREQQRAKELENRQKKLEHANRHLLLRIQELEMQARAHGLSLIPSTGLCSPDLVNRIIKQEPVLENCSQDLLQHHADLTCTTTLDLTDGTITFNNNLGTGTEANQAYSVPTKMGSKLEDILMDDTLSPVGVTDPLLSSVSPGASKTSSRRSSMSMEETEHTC
TEAD-YAP inh – TEAD-YAP interaction inhibition. hit rate 1.4% among 640,000. HEK-TIYL cells, TEAD-Gal4/YAP UAS-luciferase luminescence. AID 1259422. inhibition, % at 9.12 µM; in the data active = inhibition above about 32%;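 also: 0% = median of test compound wells and 100% = reference inhibitor wells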
FBW7 activator – human FBW7 E3 ligase activation, primary screen; AlphaScreen FBW7–phospho-cyclin E peptide binding, activator screen; Q969H0; hit rate 0.13% among 650,000; normalized activity (activation), % at 26.1 µM; in the data active = normalized activity above about 1.9%;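 also: purified mutant Fbw7 with reduced substrate affinity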
GPR151 activ – human GPR151 activation; AID 1508602; hit rate 1% among 650,000; Q8TDV0; PathHunter beta-arrestin GPR151 cells, luminescence; activation, % at 11.2 µM; in the data active = activation above about 4.9%;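 also: 0% = median of compound wells and 100% = cells with positive control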
Target sequence (Q8TDV0 whole entry, looked up): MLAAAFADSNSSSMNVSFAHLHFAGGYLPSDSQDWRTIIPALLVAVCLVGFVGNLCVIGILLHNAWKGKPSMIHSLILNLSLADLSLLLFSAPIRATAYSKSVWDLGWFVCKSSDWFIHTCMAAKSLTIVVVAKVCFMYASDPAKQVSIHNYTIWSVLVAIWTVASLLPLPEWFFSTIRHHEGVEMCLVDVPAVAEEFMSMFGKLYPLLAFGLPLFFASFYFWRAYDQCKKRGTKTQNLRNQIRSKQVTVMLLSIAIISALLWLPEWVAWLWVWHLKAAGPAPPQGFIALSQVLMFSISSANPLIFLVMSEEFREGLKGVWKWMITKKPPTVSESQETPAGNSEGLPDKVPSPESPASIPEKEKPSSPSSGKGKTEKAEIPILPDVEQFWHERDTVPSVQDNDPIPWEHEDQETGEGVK
* marks the source's active call; other numbers are inactive results.

Values in the order – MITF inh, TEAD-YAP inh, GPR151 activ, FBW7 activator
(1) CC(C)c1nnc2n1CCN(Cc1cccn1-c1ccccn1)CC2
    10.1, 13.6, -1.2, 0.2
(2) CCCC(=O)N1CCN(Cc2ccc3c(c2)OCO3)CC1
    1.1, 2.4, -0.8, 0.2
(3) COCc1[nH]nc2c1C(c1ccc3c(c1)OCO3)C(C#N)=C(N)O2 (centres undefined)
    -2.9, 7.3, -1.6, 0.0
(4) Cc1c(C(=O)N2CCNCC2)oc2ccccc12
    -5.4, -0.1, 0.3, -0.1
(5) Cc1ccc(C)c(S(=O)(=O)NC(C)C(=O)NCc2ccco2)c1 (centres undefined)
    -0.1, 1.1, -0.6, 0.2
(6) CS(=O)(=O)N1CCN(Cc2ccc(Cl)cc2)CC1
    -3.5, 40.9*, 0.1, 0.0
(7) CCOC(=O)c1nc(-c2ccc3c(c2)OCO3)[nH]c1C
    4.0, -22.7, -3.9, 0.1
(8) Cc1ccc(CNC(=O)C(Cc2ccccc2)NS(=O)(=O)c2cccs2)cc1 (centres undefined)
    -11.2, -1.4, 0.0, -0.2
(9) C=C(C)CSc1nc2sc3c(c2c(=O)[nH]1)CCCC3
    9.4, 7.5, -0.4, -0.1
(10) C=CCOC(=O)c1c2c(n3ccc(C)cc13)C(=O)c1ccccc1C2=O
    2.2, -5.7, 0.3, -0.1
(11) Cc1ccc(NC(=O)c2ccc(Br)o2)cc1N1CCCC1=O
    13.3, 1.4, 1.6, 0.1
(12) Cc1ccc(S(=O)(=O)NCC(=O)Nc2ccc(F)cc2F)cc1
    9.9, 3.4, 1.0, 0.0
(13) Cc1ccc2c(c1)CCCN2CC(=O)N(C1CCCCC1)C1CCS(=O)(=O)C1 (centres undefined)
    1.2, 6.2, -1.2, -0.1
(14) CCN(C(=O)CSc1ncnc2sc(-c3ccccc3)cc12)C1CCS(=O)(=O)C1 (centres undefined)
    -2.5, -16.5, -1.5, 0.0
(15) COc1ccc(N2CCN(c3ncnc4sc(C(=O)Nc5cccc(OC)c5)c(C)c34)CC2)cc1
    12.4, -0.2, 1.2, -0.1
(16) CN(c1ccccc1)S(=O)(=O)c1cccc([N+](=O)[O-])c1
    -0.5, -0.9, 0.5, -0.2
(17) O=C(NCCCNCCCNC(=O)c1cccnc1)c1cccnc1
    -6.5, 3.8, 0.3, -0.2
(18) CCOC(=O)C1=C(C)Nc2ncnn2C1c1ccccn1 (centres undefined)
    -10.9, -12.1, -1.6, -0.1
(19) S=c1nc(NCc2cccc(Cl)c2)c2ccccc2[nH]1
    1.3, 8.5, -0.2, 0.1
(20) COc1ccccc1C(=O)n1nc(-c2cccnc2)nc1NCc1ccco1
    13.3, -3.0, 1.0, 0.0
(21) O=C(Nc1ccc2oc(-c3ccc4ccccc4c3)nc2c1)c1ccc(Cl)c([N+](=O)[O-])c1
    4.4, -8.5, 1.3, -0.1
(22) Cn1c2c(c(=O)n(C)c1=O)C(c1cccc(Br)c1)C1=C(CCCC1=O)N2 (centres undefined)
    -4.0, 2.9, 0.3, 0.1
(23) CCOC(CCn1c(=S)[nH]c2cc3c(cc2c1=O)OCO3)OCC
    1.0, -3.3, -1.4, 0.1
(24) Cc1ccc2c(c1)N(CC(=O)N(C)Cc1ccccc1)C(=O)CO2
    11.6, -5.2, -0.7, 0.0
(25) CC1(C)OC2OC(C(=O)Nc3ccc(F)cc3)C3OC(C)(C)OC3C2O1 (centres undefined)
    10.7, 13.4, 1.2, 0.5
(26) CC1CCc2cc(F)ccc2N1S(=O)(=O)c1cc2c3c(c1)CCN3C(=O)CC2 (centres undefined)
    -0.2, 4.6, 1.6, 0.0
(27) Cc1nc2c(C(=O)N3CCCC(C)C3)cnn2c(C)c1Cc1ccc(Cl)cc1 (centres undefined)
    12.8, -15.6, -0.3, 0.1
(28) N#Cc1ccc(CSC2=Nc3ccccc3C3CC=NN23)cc1 (centres undefined)
    10.9, -2.9, -1.4, 0.1
(29) CC(=O)Nc1ccc(C(=O)NC(CC(=O)O)c2ccc(Cl)cc2)cc1 (centres undefined)
    -7.9, -4.3, 0.7, 0.0
(30) CCN(Cc1ccccc1)C(=O)c1ccc(OC)c(OC)c1
    1.1, -8.4, 2.4, 0.0
(31) O=S(=O)(c1ccc(Br)cc1Br)N1CCOCC1
    -1.6, -3.0, 5.1*, 0.0
(32) Cc1ncc(CO)c(/C=N/NC(=S)Nc2ccc(Cl)c(Cl)c2)c1O
    -7.3, 5.6, -0.3, 0.2
(33) Cc1ccc(Nc2nc(-c3ccccn3)cs2)c(C)c1
    51.2*, 57.2*, -3.8, -1.2
(34) NC(=O)c1ccc(NC(=O)/C=C/c2c(Cl)cccc2Cl)cc1
    -10.8, -31.4, 4.0, 0.0
(35) Nc1ccc(Oc2cccc(Cl)c2)cc1
    1.2, -6.1, -0.4, -0.1
(36) CCCCNC(=O)CCCn1c(=S)[nH]c2ccc(Br)cc2c1=O
    1.7, 7.0, 0.9, -0.1
(37) CSc1nc(N)nc(SCC(=O)c2ccccc2)c1C#N
    -9.1, -21.6, 0.0, 0.0
(38) CC1=C(C)CS(=Nc2ccc(C)cc2)N(S(=O)(=O)c2ccccc2)C1 (centres undefined)
    -6.7, 10.5, 0.0, -0.1
(39) CSc1nc(-c2ccc(C)cc2)cn1-c1ccc(F)cc1
    -3.8, -109.4, 0.4, -0.1
(40) Cc1ncc2c(NCCCN3CCOCC3)nc3ccccc3n12
    1.2, -8.7, -2.3, -0.1
(41) COc1ccc(NC(=O)CSC2=C(C#N)C(c3ccc(Cl)cc3)CC(=O)N2)cc1 (centres undefined)
    -2.5, 8.8, 2.1, 0.0
(42) CCCS(=O)(=O)N1CCCC(c2nc3c(nnn3Cc3ccc(F)cc3)c(=O)[nH]2)C1 (centres undefined)
    6.1, -1.4, -0.4, 0.1
(43) COc1ccc(CNc2ncc(-c3cccc(OC)c3)n2C)cc1
    41.7, -10.6, -1.0, 0.5
(44) CCC(C)n1c(SCC(=O)Nc2ccccc2C(=O)OC)nc2ccsc2c1=O (centres undefined)
    2.4, -12.7, 0.2, 0.9
(45) Cc1ccccc1/C=C(/C#N)C(=O)NCc1ccccc1
    -13.3, -9.4, 1.1, 0.0
(46) Cn1ncc2c(NNC(=O)c3cccc(O)c3)ncnc21
    2.4, 6.7, -1.2, 0.0
(47) COc1cc(-c2cnc3c(NCc4ccc(F)cc4)nccn23)cc(OC)c1OC
    -8.8, 12.5, -1.0, -0.2
(48) CCOC(=O)Nc1ccc(S(=O)(=O)Nc2ccc(I)cc2)cc1
    -2.9, 5.6, -2.0, 0.4
(49) CC(=O)N1CCN(c2ccc3cccc(-c4cccs4)c3n2)CC1
    -6.0, -0.6, -0.6, 0.3
(50) CN1CCN(c2ccccc2NC(=O)CSc2ccc(Cl)cc2)CC1
    0.1, -6.6, 2.1, -0.1
(51) CSc1cccc(NC(=O)c2ccc([N+](=O)[O-])cc2)c1
    -10.1, -27.1, 3.3, 0.0
(52) CC(C)c1ccc(-c2csc(NC(=O)c3ccc(Cl)cc3)n2)cc1
    -1.0, -4.8, 3.7, 0.0
(53) Cc1cc(Br)ccc1OCC(=O)NCc1nc(-c2ccccc2)no1
    -10.4, 0.2, -1.5, -0.1
(54) COc1ccc(Cn2c(=O)c3ccccc3n3c(-c4ccc(OC)cc4O)nnc23)cc1
    8.0, 4.5, 0.8, -0.1
(55) COc1ccc(C2CC(c3cccc(Br)c3)Nc3ncnn32)cc1 (centres undefined)
    -7.4, 6.3, -0.7, 0.0
(56) CCOC(=O)C/C(C)=N/NC(=S)Nc1ccc(C)cc1
    13.7, -4.4, 0.3, 0.0
(57) Cc1sc(NC(=S)NC(=O)c2ccco2)c(C(N)=O)c1C
    4.0, -20.0, 1.2, -0.2
(58) O=C1c2ccccc2C(=O)c2cc(NCCO)ccc21
    14.9, -12.5, 0.2, -1.4
(59) O=C(NCc1ccccc1)C1CC12CCN(Cc1ccsc1)CC2 (centres undefined)
    -4.1, 50.1*, 1.6, 0.0
(60) COc1ccc(-c2nc3s/c(=C\c4ccc([N+](=O)[O-])cc4)c(=O)n3n2)cc1OC
    -2.7, -7.9, -0.2, -0.1

The final 7 records of the section above are carried over, then new ones follow.
Values in the order – MITF inh, TEAD-YAP inh, GPR151 activ, FBW7 activator
(54) COc1ccc(Cn2c(=O)c3ccccc3n3c(-c4ccc(OC)cc4O)nnc23)cc1
    8.0, 4.5, 0.8, -0.1
(55) COc1ccc(C2CC(c3cccc(Br)c3)Nc3ncnn32)cc1 (centres undefined)
    -7.4, 6.3, -0.7, 0.0
(56) CCOC(=O)C/C(C)=N/NC(=S)Nc1ccc(C)cc1
    13.7, -4.4, 0.3, 0.0
(57) Cc1sc(NC(=S)NC(=O)c2ccco2)c(C(N)=O)c1C
    4.0, -20.0, 1.2, -0.2
(58) O=C1c2ccccc2C(=O)c2cc(NCCO)ccc21
    14.9, -12.5, 0.2, -1.4
(59) O=C(NCc1ccccc1)C1CC12CCN(Cc1ccsc1)CC2 (centres undefined)
    -4.1, 50.1*, 1.6, 0.0
(60) COc1ccc(-c2nc3s/c(=C\c4ccc([N+](=O)[O-])cc4)c(=O)n3n2)cc1OC
    -2.7, -7.9, -0.2, -0.1
(61) CCCSc1nnc(CNC(=O)c2ccccc2F)n1-c1cccc(Cl)c1
    -7.0, 4.1, 0.8, 0.0
(62) COc1ccccc1OC(C)C(=O)Nc1ccc(NC(C)=O)cc1 (centres undefined)
    13.7, -7.0, 0.0, -0.1
(63) CC(NS(=O)(=O)c1ccc(OCC(N)=O)c(Cl)c1)c1ccccc1 (centres undefined)
    -0.9, 1.2, 1.9, -0.1
(64) COc1ccc(C(=O)NC2(Cc3cc(OC)ccc3OC)N=C3C(C)=CC=CN3C2=O)cc1 (centres undefined)
    -1.4, 0.3, -0.7, 0.1
(65) COc1ccccc1Nc1ncnc2c1cnn2-c1ccc(C)cc1
    9.9, -73.0, -2.3, 0.6
(66) O=C(COC(=O)c1cnccn1)c1ccc(OC(=O)c2ccccc2)cc1
    -0.6, 8.7, 0.8, -0.1
(67) CCOC(=O)c1nn2c(C(F)(F)F)cc(-c3ccc(Br)cc3)nc2c1Br
    5.4, 1.4, 1.2, 0.1
(68) C/C(=N\N)c1ccc2[nH]c3c(c2c1)CCC/C3=N\N
    10.3, -8.1, 1.1, 0.0
(69) CSc1cccc(C(=O)Nc2nnc(-c3ccc(C)cc3C)o2)c1
    11.6, 1.5, 0.9, 0.2
(70) O=C(NCCCc1ccncc1)C1CC12CCN(C(=O)c1cc3ccccc3o1)CC2 (centres undefined)
    15.9, 10.9, 0.9, 0.0
(71) CCOC(=O)N1CCc2c(sc(NC(=O)c3ccc(S(=O)(=O)N4CC(C)OC(C)C4)cc3)c2C(=O)OC)C1 (centres undefined)
    11.9, 11.8, 4.3, 0.5
(72) Cn1nccc1Nc1cc(Nc2ccc(N3CCOCC3)cc2)ncn1
    5.7, 2.8, -2.1, -0.1
(73) O=C(COC(=O)c1cc([N+](=O)[O-])ccc1Cl)Nc1ccc2c(c1)OCCO2
    -2.5, 3.5, 2.3, 0.2
(74) CCOC(=O)COc1ccc2c(C)c(C)c(=O)oc2c1C
    -14.9, -6.3, 1.2, 0.1
(75) CN(C)CCNc1ccnc2c(-c3ccccc3Cl)cnn12
    2.3, -35.5, -0.1, 0.1
(76) Cc1ccccc1C(=O)OCCN1C(=O)c2cccc3c(N4CCOCC4)ccc(c23)C1=O
    5.2, -1.0, 0.4, 0.3
(77) CC(C)(CO)NC(=O)CSc1ccc(C(F)(F)F)cc1Cl
    4.9, 11.3, -0.8, 0.4
(78) CCn1cc(CN2CCC(n3nccc3NC(=O)Cc3ccccc3)CC2)c2ccccc21
    -8.7, 6.0, -1.6, -0.1
(79) Cc1ccc(OCCCCNCCN)c([N+](=O)[O-])c1
    -2.1, 7.2, -0.3, -0.2
(80) Cc1noc(C)c1CCC(=O)N1CCc2ccc(NC(=O)C3CCCO3)cc2C1 (centres undefined)
    10.7, -15.5, 2.2, 0.2
(81) NC(=O)c1c(NC(NC(=O)c2ccccc2F)(C(F)(F)F)C(F)(F)F)sc2c1CCCC2
    3.2, -0.2, 1.3, -0.1
(82) Cc1cccc(C)c1NC(=O)CSCC(=O)n1c2c(c3ccccc31)CCCC2
    19.4, -1.7, -0.4, 0.1
(83) O=C(CSc1ccccc1)Nc1c2c(nn1-c1ccccc1)CCC2
    11.2, 0.9, -1.2, 0.9
(84) CC12CC(NC(=O)N1c1cccc(C(=O)N3CCN(c4ccc(F)cc4)CC3)c1)c1ccccc1O2 (centres undefined)
    19.9, 18.8, -0.2, 0.7
(85) O=[N+]([O-])c1ccc(O)c(C2=NNC(O)(C(F)(F)F)C2)c1 (centres undefined)
    3.0, -3.0, -1.8, 0.1
(86) O=C(Cc1n[nH]c(=O)[nH]c1=O)N/N=C/c1ccccc1
    47.2, 6.2, 0.5, 0.3
(87) CCOc1ccc(Br)c(C=C2C(=O)NC(=S)NC2=O)c1
    1.2, -7.3, 2.3, -0.3
(88) CC(=O)c1c(C(C)=O)c(C)n(Cc2ccco2)c1C
    0.1, -1.1, 0.0, 0.0
(89) Cc1ccccc1C(=O)NC(=S)NC1CC1
    5.7, -6.0, -1.0, 0.0
